Screening results as filed in PubChem BioAssay.
DT40 TDP1 CPT: qHTS for Inhibitors of human tyrosyl-DNA phosphodiesterase 1 (TDP1): qHTS in cells in presence of CPT; Potency, µM (highest dose often 46.2 µM), for inactives: at the highest dose activity change, negative = growth inhibition, hits mostly inhibitors; chicken DT40 Tdp1-/-;hTDP1 cells + 20 nM CPT, ATP luminescence, 48 h; 420,000 compounds, 12% hits; also: nearly all actives have a fitted effect of over 55% in size
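Chicken DT40 Tdp1-/- cells stably complemented with human TDP1 were seeded at 400 cells/well in medium containing 20 nM camptothecin, exposed to pin-transferred compounds, and grown at 37 °C for at least 48 hr. Viability was read as ATP luminescence.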
KAT2A inh: qHTS Assay for Inhibitors of GCN5L2; Histone acetyltransferase KAT2A (Homo sapiens), Q92830; GCN5L2 HAT assay, ThioGlo1 CoA-SH fluorescence; Potency, µM (highest dose often 58.9 µM), for inactives: at the top dose activity change, negative = inhibition, actives largely listed as inhibitors; 390,000 compounds, 0.21% hits
Target sequence (Q92830 whole entry, looked up): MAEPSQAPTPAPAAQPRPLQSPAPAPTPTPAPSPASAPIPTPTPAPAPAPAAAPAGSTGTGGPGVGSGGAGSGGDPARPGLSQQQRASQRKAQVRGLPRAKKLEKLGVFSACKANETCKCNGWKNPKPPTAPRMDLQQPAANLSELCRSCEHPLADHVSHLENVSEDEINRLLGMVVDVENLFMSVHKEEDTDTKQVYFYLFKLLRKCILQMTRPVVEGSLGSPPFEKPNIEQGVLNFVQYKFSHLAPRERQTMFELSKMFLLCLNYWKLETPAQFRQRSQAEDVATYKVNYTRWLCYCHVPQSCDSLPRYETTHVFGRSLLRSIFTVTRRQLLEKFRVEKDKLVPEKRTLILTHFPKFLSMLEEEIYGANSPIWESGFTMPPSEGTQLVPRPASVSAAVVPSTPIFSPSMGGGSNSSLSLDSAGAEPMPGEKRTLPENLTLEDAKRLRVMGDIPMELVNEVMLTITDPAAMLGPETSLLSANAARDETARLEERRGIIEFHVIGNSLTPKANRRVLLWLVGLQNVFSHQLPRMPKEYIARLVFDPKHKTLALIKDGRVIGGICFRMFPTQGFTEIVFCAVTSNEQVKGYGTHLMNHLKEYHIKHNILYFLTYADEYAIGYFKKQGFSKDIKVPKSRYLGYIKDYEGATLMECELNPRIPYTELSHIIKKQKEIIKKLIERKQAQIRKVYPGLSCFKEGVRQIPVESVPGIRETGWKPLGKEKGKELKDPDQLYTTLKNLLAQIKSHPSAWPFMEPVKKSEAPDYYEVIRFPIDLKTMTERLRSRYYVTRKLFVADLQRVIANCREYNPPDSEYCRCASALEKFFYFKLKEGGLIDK
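Free CoA generated was detected with ThioGlo1 (50uM) fluorescence at Ex340nm/Em540nm, read immediately and after 20 min at room temperature. Enzyme, 20 nM in HEPES pH 7.5 buffer, saw compounds 15 min before adding 75uM H3(1-25) peptide and 70uM acetyl-CoA.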
FEN1 inhibitor: qHTS Assay for the Inhibitors of Human Flap endonuclease 1 (FEN1). Recombinant FEN1 flap cleavage, fluorescence, 15 min. Potency, µM (highest dose often 114 µM), inactives show at the highest dose activity change, negative = inhibition, hits mostly inhibitors. 390,000 compounds, 0.35% hits; also: nearly all actives have a fitted effect of over 65% in size
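Quantitative HTS format: each compound was titrated, incubated with 10 nM nuclease for 15 min at room temperature, then challenged with flap substrate at 50 nM final. Signal change over 15 min gave concentration–effect curves.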
Numbers without * were called inactive; ? = inconclusive; . = no result given; & = joins results of further samples. Calls follow the shape of the dose curve; as a rule, active = well fitted curve in the direction sought with a large enough effect; inconclusive = small, poorly fitted or top-dose-only effect, or another doubt; inactive = no such curve, though single readings can be large; an effect the other way counts as inactive or inconclusive. % is scaled to controls: 0 for no effect and ±100 for the full control effect; potency is read from the fitted curve at half-maximal effect.

SMILES	DT40 TDP1 CPT	KAT2A inh	FEN1 inhibitor
O=C(Nc1cccc(Cl)c1)N1CC2CCCN2c2ccccc21 (stereo unspecified)	?	4%	-1%
Cc1cccn2c(=O)c3cc(C(=O)NCCc4ccccc4)sc3nc12	-12%	-4%	-5%
COc1ccc(NC(=O)C2CCN(S(=O)(=O)c3c(C)noc3C)CC2)cc1OC	-6%	0%	-12%
COc1ccc(C)cc1N(C)C(=O)c1c(C)oc2ncnc(N3CCOCC3)c12	25%	?	-7%
COc1cccc(NC(=O)Nc2ccc3c(c2)N(C)C(=O)c2ccccc2S3)c1	?	-7%	-5%
Cc1cc(C)c2c(NC(=S)NC(=O)c3ccccc3)n[nH]c2n1	-25%	-6%	19%
COc1ccc(/C=N\NC(=O)COc2ccc(C(C)(C)C)cc2)cc1Cn1nc(C)cc1C	?	1%	2%
CC(=O)Nc1nccc(-c2cc(-c3ccccc3)no2)n1	-4%	-2%	-9%
Cc1ccc(NC(=O)/C(C#N)=C(\N)C(Cl)(Cl)Cl)nc1	0.58µM*	-8%	16%
CC(C)CC(=O)Nc1nnc(S(=O)(=O)N2CCc3ccccc32)s1	-6%&-9%	1%&-6%	19%&-6%
CCOC(=O)C1=C(C)N=c2s/c(=C\c3cc(OC)c(OC)c(OC)c3)c(=O)n2C1/C=C/c1ccccc1 (stereo unspecified)	-3%	-1%	11%
C=CCOC(=O)c1sc(NC(=O)c2ccc(OC)cc2)nc1C	12%	-6%	-7%
Cc1ccc(C(C)C)c(OCC(=O)NN=C2CCCC2)c1	-7%	-3%	8%
COc1ccccc1-c1nnc(NC(=O)c2ccc(S(=O)(=O)N(C)Cc3ccccc3)cc2)o1	13µM*	-2%	-1%
O=C(COc1cccc(Cl)c1)Nc1cc(S(=O)(=O)N2CCOCC2)ccc1N1CCOCC1	?	1%	-4%
CC1CCN(c2ccc(C(=O)O)cc2N)CC1	1%	-11%	-8%
CCOC(=O)CNC(=O)C1CCCN(c2ncccn2)C1 (stereo unspecified)	29µM*	-12%	0%
CC1CCCCC1NC(=O)/C(C#N)=C/c1ccc2c(c1)OCCO2 (stereo unspecified)	?	-14%	-17%
CCCc1cc(=O)oc2cc(OCC(=O)NCc3cccs3)ccc12	-25%	3%	-3%
COCCN(C(=O)Cn1nnc2ccccc21)C(C(=O)NC1CCCC1)c1ccc(OC)cc1OC (stereo unspecified)	-27%	-3%	5%

A different layout for some results above:
Sequence of screens: DT40 TDP1 CPT | KAT2A inh | FEN1 inhibitor
> O=C(Nc1cccc(Cl)c1)N1CC2CCCN2c2ccccc21 (stereo unspecified)
  ? | 4% | -1%
> Cc1cccn2c(=O)c3cc(C(=O)NCCc4ccccc4)sc3nc12
  -12% | -4% | -5%
> COc1ccc(NC(=O)C2CCN(S(=O)(=O)c3c(C)noc3C)CC2)cc1OC
  -6% | 0% | -12%
> COc1ccc(C)cc1N(C)C(=O)c1c(C)oc2ncnc(N3CCOCC3)c12
  25% | ? | -7%
> COc1cccc(NC(=O)Nc2ccc3c(c2)N(C)C(=O)c2ccccc2S3)c1
  ? | -7% | -5%
> Cc1cc(C)c2c(NC(=S)NC(=O)c3ccccc3)n[nH]c2n1
  -25% | -6% | 19%
> COc1ccc(/C=N\NC(=O)COc2ccc(C(C)(C)C)cc2)cc1Cn1nc(C)cc1C
  ? | 1% | 2%
> CC(=O)Nc1nccc(-c2cc(-c3ccccc3)no2)n1
  -4% | -2% | -9%
> Cc1ccc(NC(=O)/C(C#N)=C(\N)C(Cl)(Cl)Cl)nc1
  0.58µM* | -8% | 16%
> CC(C)CC(=O)Nc1nnc(S(=O)(=O)N2CCc3ccccc32)s1
  -6%&-9% | 1%&-6% | 19%&-6%
> CCOC(=O)C1=C(C)N=c2s/c(=C\c3cc(OC)c(OC)c(OC)c3)c(=O)n2C1/C=C/c1ccccc1 (stereo unspecified)
  -3% | -1% | 11%
> C=CCOC(=O)c1sc(NC(=O)c2ccc(OC)cc2)nc1C
  12% | -6% | -7%
> Cc1ccc(C(C)C)c(OCC(=O)NN=C2CCCC2)c1
  -7% | -3% | 8%
> COc1ccccc1-c1nnc(NC(=O)c2ccc(S(=O)(=O)N(C)Cc3ccccc3)cc2)o1
  13µM* | -2% | -1%
> O=C(COc1cccc(Cl)c1)Nc1cc(S(=O)(=O)N2CCOCC2)ccc1N1CCOCC1
  ? | 1% | -4%
> CC1CCN(c2ccc(C(=O)O)cc2N)CC1
  1% | -11% | -8%

Continued.
SMILES	DT40 TDP1 CPT	KAT2A inh	FEN1 inhibitor
Cc1ccc(C(=O)Nc2ccc3ccccc3c2)cc1	-11%	2%	-6%
COc1ccc(CCN=C(N)NS(=O)(=O)c2ccccc2)cc1OC	-21%	-6%	5%
CC(=O)Nc1ccc(Sc2ccccc2C(=O)Nc2ccc(F)cc2)cn1	?	-3%	1%
Cc1ccc2cc(CN(CC3CCCO3)C(=S)Nc3ccccc3)c(=O)[nH]c2c1 (stereo unspecified)	?	-3%	3%
N#Cc1ccc(C23CC4CC(CC(C4)C2)C3)[nH]c1=O	-4%	-6%	-2%
Cc1ccc(-c2cc(C(=O)OCC(=O)N(C)C3CCS(=O)(=O)C3)c3ccccc3n2)c(C)c1 (stereo unspecified)	-8%	-17%	-2%
CCC(=O)C1=C(N2CCCC2)CC(C)(C)CC1=O	-4%	-8%	-2%
Cc1c(NS(=O)(=O)c2ccc(N3CCCCC3)c([N+](=O)[O-])c2)c(=O)n(-c2ccccc2)n1C	4%	-4%	-14%
O=C(COC(=O)c1ccc(O)cc1)Nc1ccc2c(c1)OCO2	?	-16%	-4%
O=C(c1ccc(F)cc1)N1CCc2c([nH]c3ccccc23)C1c1ccc(Cl)cc1 (stereo unspecified)	?	-20%	2%
O=C(CC1SCCNC1=O)Nc1cccc([N+](=O)[O-])c1 (stereo unspecified)	-8%	-1%	-13%
O=C(NC(=S)NC1CCN(Cc2ccccc2)CC1)c1ccc(F)cc1	?	-2%	?
COc1cccc(N2C(=O)CSC23C(=O)N(CC(=O)Nc2cccc(Cl)c2)c2ccccc23)c1 (stereo unspecified)	18µM*	-6%	4%
Cc1ccc(NC(=O)C(CC(C)C)NS(=O)(=O)c2ccc3c(c2)oc(=O)n3C)c(C)c1 (stereo unspecified)	17%	1%	5%
CS(=O)(=O)N(Cc1ccco1)CC(O)Cn1c2ccccc2c2ccccc21 (stereo unspecified)	-17%	?	-24%
CS(=O)(=O)c1ccc(NC(=O)c2cccc(-n3cnnn3)c2)cc1	-1%	-3%	17%
Cc1ccc(S(=O)(=O)CCC(=O)Oc2ccc(-c3nnco3)cc2)cc1	-26%	1%	-3%
Cc1ccc(N2C(=O)c3n[nH]c(C)c3C2c2ccccn2)cc1 (stereo unspecified)	2%	2%	1%
COc1ccc(CCN2CC(C(=O)N3CCC(O)(c4ccccc4)CC3)CCC2=O)cc1 (stereo unspecified)	-5%	-3%	11%
Cc1oc(-c2ccccc2Cl)nc1CN1CCCCC1CO (stereo unspecified)	1%	-4%	-16%
CCn1c(=O)cc(OCC(=O)O)c2ccccc21	4%	2%	6%
CC(=O)c1cccc(NC(=O)Nc2ccc(C(=O)N3CCOCC3)cc2)c1	-19%	-1%	6%
Cc1ccc(CNC(=O)Cc2ccc(-n3cccc3)cc2)cc1	1.3µM*	1%	-2%
NCCN1CCN(S(=O)(=O)c2ccc([N+](=O)[O-])cc2)C=C1c1ccc(Cl)cc1	?	-1%	-11%
O=C(NC1CCS(=O)(=O)C1)c1cnccn1 (stereo unspecified)	3%	-8%	-7%
CCCOc1ccc(C(=O)ON=C2CCN(C)CC2)cc1	5%	-6%	-5%
COc1cnc(-c2ccccc2)nc1OC	3%	-3%	-4%
COc1ccc(CN(C)C(=O)Cc2c[nH]c3ccccc23)cc1	-3%	-14%	10%
Fc1ccc(-c2csc(N3CCOCC3)n2)cc1	-13%	4%	7%
Cc1occc1C(=O)NC1CCCN(Cc2ccc(Cl)cc2)C1 (stereo unspecified)	-2%	-4%	-9%
CCC(=O)Nc1cccc(C(=O)OCC(=O)c2ccccc2Cl)c1	-10%	-5%	5%
C=C(C)CN1C(=O)C(=O)N(CC(=C)C)C1=O	14%	-3%	2%
O=C(c1ccco1)N1CCC2(CCN(Cc3ccccc3)CC2)CC1	22%	12%	.
COc1cc(CNC(=O)C2CCCC2)cc(OC)c1OC	12%	1%	5%
CCNc1nc(NCC)n2c(SCc3nc4ccccc4c(=O)[nH]3)nnc2n1	5%	-4%	1%
NC(=O)c1nsc(C(=O)N(c2ccc(F)cc2)C(C(=O)NC2CCCC2)c2ccncc2)c1N (stereo unspecified)	1%	-8%	4%
FC(F)(F)c1nnc2ccc(N3CCOCC3)nn12	-23%	-10%	9%
CC1CN(C(=O)CCC(=O)N2CCCCC2)c2ccccc2O1 (stereo unspecified)	-8%	?	1%
CC(C)CC(=O)NC(=S)Nc1cccc(NC(=O)c2ccccc2Cl)c1	-4%	-3%	-19%
Fc1ccc(C(Nc2ccc(Cl)c(C(F)(F)F)c2)c2nnc(-c3ccccc3)o2)cc1 (stereo unspecified)	?	-10%	-20%
Cc1cc([N+](=O)[O-])ccc1NC(=O)CSc1nncn1-c1cccnc1	-4%	-17%	5%
COc1ccc(OC)c(S(=O)(=O)Nc2ccc3oc4c(c3c2)C(=O)CCC4)c1	?	-11%	-15%
COCCNC(=O)c1cccc(S(=O)(=O)N2CC3(C)CC2CC(C)(C)C3)c1 (stereo unspecified)	-22%	?	-6%
Clc1nccc(NCc2ccccc2)n1	8%	.	-3%
O=C(COC(=O)c1ccc(F)cc1F)Nc1cccc(S(=O)(=O)N2CCOCC2)c1	?	3%	4%
Cc1cc(C)nc(SCc2nc(N)nc(-c3ccccc3O)n2)n1	-11%	-23%	-7%
COc1ccc(CCNC(=O)c2cc3c(=O)n(C)c4ccccc4c3n2C)cc1OC	?	-16%	11%
Cc1cccc(C)c1NC1=NC(=S)N(c2ccccc2)C12CCOC(C)(C)C2 (stereo unspecified)	?	-4%	-7%
COC(=O)/C(=C\C(=O)c1ccccc1)Nc1cccc(C(F)(F)F)c1	?	-2%	?
Cc1ccc2nsnc2c1S(=O)(=O)N1CCCC1C(=O)O (stereo unspecified)	8%	5%	-8%
Cc1cccc(-c2noc(CN(C(=O)c3ccc(C)c(C)c3)C(C)C)n2)c1	5.2µM*	-13%	-2%
CCOC(=O)N1CCN(Cc2nc(-c3ccc(OC)cc3)no2)CC1	?	.	6%
Cc1ccc(S(=O)(=O)NC(=O)C2CCCCC2)cc1	-1%	-1%	-2%
CC(C)Oc1ccc(S(=O)(=O)N2CCOCC2)cc1NC(=O)CCCSc1ccccc1	?	-23%	-7%
Cc1cccn2c(=O)c3cc(S(=O)(=O)c4ccc(Br)cc4)c(=N)n(C4CCCCC4)c3nc12	?	3%	-4%
COc1ccc(NC(=O)COC(=O)c2ccc3ccccc3n2)cc1	-7%	0%	-4%
Cc1oc(-c2ccccc2Cl)[n+]([O-])c1C	15µM*	-6%	-5%
S=C1NCN(Cc2ccco2)CN1CCc1ccccc1	?	1%	1%
CC(=O)c1c(C)oc2ccc(N(C(=O)c3ccncc3)S(=O)(=O)c3ccccc3)cc12	-26%	-3%	3%
CCCn1c(=O)[nH]c(=O)c2c1nc(-c1ccccc1)n2CCN1CCOCC1	8%	-10%	-8%

Next compounds:
SMILES	DT40 TDP1 CPT	KAT2A inh	FEN1 inhibitor
CSCC[C@@H](CO)NC(=O)c1ccc2nc(C3CCCCC3)oc2c1	-13%	-2%	0%
CCC(C)c1ccc(C2C3=C(Nc4nc(N)[nH]c(=O)c42)c2ccccc2C3=O)cc1 (stereo unspecified)	5%	-5%	-11%
O=C(Nc1nnc(/C=C/c2ccccc2)s1)c1ccco1	-10%	-2%	-18%
CCOC(=O)N1CCN(C(=O)c2ccc3c(c2)N(Cc2ccccc2F)C(=O)c2ccccc2S3=O)CC1 (stereo unspecified)	?	-5%	-11%
C[C@H](NC(=O)c1ccc2c(c1)OCO2)c1nnc2ccccn12	1%	0%	0%
O=C(O)c1ccccc1NCc1ccncc1	-2%	-3%	-1%
CSc1nc(C)cc(SCC(=O)Nc2ccccc2)n1	?	-3%	6%

An excerpt; the hit share may differ from the screen's.
